High-throughput results (PubChem)
N370S GC: qHTS Assay for Inhibitors and Activators of N370S glucocerebrosidase as a Potential Chaperone Treatment of Gaucher Disease | Potency, µM (doses to about 59.4 µM), inactives show top-dose activity change, negative = inhibition, hits mostly inhibitors | N370S GC spleen homogenate, 4MU-glucoside fluorescence | 330,000 compounds, 0.092% hits | AID 2101, 2009;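 note: 0% = full enzyme activity and -100% = no enzyme basal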
FEN1 inhibitor: qHTS Assay for the Inhibitors of Human Flap endonuclease 1 (FEN1). P39748. Recombinant FEN1 flap cleavage, fluorescence, 15 min. Potency, µM (titrated, usually from 114 µM), for the others: at the highest dose activity change, negative = inhibition, most hits filed as inhibitors. 390,000 compounds, 0.35% hits; note: nearly all actives have a fitted effect of over 65% in size
Target sequence (P39748 whole entry, looked up): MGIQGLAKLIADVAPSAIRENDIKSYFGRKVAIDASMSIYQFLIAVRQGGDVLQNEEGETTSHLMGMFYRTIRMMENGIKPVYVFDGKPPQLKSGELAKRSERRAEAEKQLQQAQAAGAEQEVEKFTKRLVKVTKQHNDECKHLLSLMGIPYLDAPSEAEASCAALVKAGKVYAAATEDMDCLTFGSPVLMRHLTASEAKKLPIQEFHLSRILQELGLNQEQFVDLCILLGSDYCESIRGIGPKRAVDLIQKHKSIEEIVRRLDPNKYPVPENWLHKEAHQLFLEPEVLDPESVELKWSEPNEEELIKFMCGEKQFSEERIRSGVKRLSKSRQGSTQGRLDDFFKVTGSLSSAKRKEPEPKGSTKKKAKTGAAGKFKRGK
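FEN1 at 10 nM preincubated with compounds 15 min at room temperature, then flap DNA substrate added at 50 nM final. Signal read at 0 and 15 min; concentration-response fitted with four-parameter Hill equation.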
TDP1 inh: qHTS Assay for Inhibitors of Tyrosyl-DNA Phosphodiesterase (TDP1) | Tyrosyl-DNA phosphodiesterase 1 (Homo sapiens), Q9NUW8 | recombinant TDP1, AlphaScreen DNA substrate cleavage | Potency, µM (highest dose often 130 µM), inactives show at the top dose activity change, negative = inhibition, most hits filed as inhibitors | 350,000 compounds, 0.28% hits | AID 485290, 2010; note: nearly all actives have a fitted effect of over 40% in size
Target sequence (Q9NUW8 whole entry, looked up): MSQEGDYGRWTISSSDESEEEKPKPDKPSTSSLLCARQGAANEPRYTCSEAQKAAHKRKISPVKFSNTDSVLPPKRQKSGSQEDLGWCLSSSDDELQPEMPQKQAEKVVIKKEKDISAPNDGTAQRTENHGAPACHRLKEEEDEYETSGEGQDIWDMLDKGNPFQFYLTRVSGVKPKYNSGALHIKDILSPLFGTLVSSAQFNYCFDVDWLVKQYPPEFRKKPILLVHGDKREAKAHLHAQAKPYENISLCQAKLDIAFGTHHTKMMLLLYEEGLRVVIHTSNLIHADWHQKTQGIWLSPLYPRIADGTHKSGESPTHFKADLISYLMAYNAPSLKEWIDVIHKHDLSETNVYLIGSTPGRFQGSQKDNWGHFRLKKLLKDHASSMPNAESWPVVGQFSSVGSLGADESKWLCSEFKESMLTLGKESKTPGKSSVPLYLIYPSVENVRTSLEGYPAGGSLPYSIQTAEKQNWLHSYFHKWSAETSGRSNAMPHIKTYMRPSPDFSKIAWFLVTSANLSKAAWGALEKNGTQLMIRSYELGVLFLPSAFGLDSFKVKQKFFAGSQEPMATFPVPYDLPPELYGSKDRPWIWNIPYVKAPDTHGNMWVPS
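Signal: AlphaScreen proximity between streptavidin donor and anti-FITC acceptor beads on intact substrate. Reaction: Tdp1 1 nM, substrate 15 nM final, 5 min RT after 15 min compound preincubation.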
Numbers without * were called inactive; ? = inconclusive; . = not tested or not shown; & = joins results of further samples; [ ] = dose if it differs, or a comment. Calls come from the whole dose curve; as a rule, active = well fitted curve in the direction sought with a large enough effect; inconclusive = small, poorly fitted or top-dose-only effect, or another doubt; inactive = no such curve, though single readings can be large; an effect the other way counts as inactive or inconclusive. Unless noted, % is set by controls: 0 for no effect and ±100 for the full control effect; potency is the fitted concentration of half-maximal effect.

1: COc1ccc(NC(=S)NC(NC(=O)c2ccccc2Cl)C(Cl)(Cl)Cl)c([N+](=O)[O-])c1 (stereo not given)
2: CC(C)[C@H](NC(=O)CNC(=O)OC(C)(C)C)C(=O)N[C@H](C=O)C(C)C
3: CCOC(=O)N1CCN(S(=O)(=O)c2ccc(C(=O)Nc3ccc(F)cc3F)cc2)CC1
4: Cc1ccc(NS(=O)(=O)c2c(C)[nH]c(C)c2C(=O)N2CCCCC2)c(C)c1
5: COc1ccc(C)cc1NC(=O)COC(=O)c1c(C)nn(-c2ccccc2)c1C
screen / no. | 1 | 2 | 3 | 4 | 5
FEN1 inhibitor | -22% | . | -8% | 4% | -2%
TDP1 inh | 10% | 7% | -2% | 1% | 1%
N370S GC | 5% | -9% | 15% | 1% | .

6: CC(C)OC(=O)c1cccc(NC(=O)CSc2nnc(N)s2)c1
7: C/C(=N\NC(=O)c1cc(-c2ccccn2)nc2ccccc12)c1cccc([N+](=O)[O-])c1
8: O=C(CCn1c(=O)c2ccccc2n(CC(=O)NCCC2=CCCCC2)c1=O)NCc1ccco1
9: COc1cc(S(=O)(=O)N2CCN(Cc3ccc4c(c3)OCO4)CC2)c(C)cc1C
10: Cc1cccc(NS(=O)(=O)c2c(C(=O)N3CCCC3)c(C)n(C)c2C)c1
screen / no. | 6 | 7 | 8 | 9 | 10
FEN1 inhibitor | 2% | -10% | 9% | -17% | 18%
TDP1 inh | 5% | 5% | 8% | 5% | 1%
N370S GC | 8% | -2% | 1% | -22% | -7%

11: Cc1cc(O)c(C(C[N+](=O)[O-])c2ccc(Cl)cc2Cl)c(=O)o1 (stereo not given)
12: NC(=O)NC(=O)CC1S/C(=N/N=C2\CSC(=O)N2)NC1=O (stereo not given)
13: N#C/C(=C\c1ccc(C(=O)O)cc1)c1ccccn1
14: CN(C)C(CNC(=O)c1cccc(S(=O)(=O)NCc2ccccc2)c1)c1ccccc1 (stereo not given)
15: Cc1ccc(NC(=O)c2cc3c(s2)CCCC3)cc1
screen / no. | 11 | 12 | 13 | 14 | 15
FEN1 inhibitor | -1% | -13% | 0% | -1% | 6%
TDP1 inh | -4% | -2% | -1% | 1% | 4%
N370S GC | ? | -1% | -20% | -4% | 23%

Nos. 9 through 15, reprinted for reference:
9: COc1cc(S(=O)(=O)N2CCN(Cc3ccc4c(c3)OCO4)CC2)c(C)cc1C
10: Cc1cccc(NS(=O)(=O)c2c(C(=O)N3CCCC3)c(C)n(C)c2C)c1
11: Cc1cc(O)c(C(C[N+](=O)[O-])c2ccc(Cl)cc2Cl)c(=O)o1 (stereo not given)
12: NC(=O)NC(=O)CC1S/C(=N/N=C2\CSC(=O)N2)NC1=O (stereo not given)
13: N#C/C(=C\c1ccc(C(=O)O)cc1)c1ccccn1
14: CN(C)C(CNC(=O)c1cccc(S(=O)(=O)NCc2ccccc2)c1)c1ccccc1 (stereo not given)
15: Cc1ccc(NC(=O)c2cc3c(s2)CCCC3)cc1
screen / no. | 9 | 10 | 11 | 12 | 13 | 14 | 15
FEN1 inhibitor | -17% | 18% | -1% | -13% | 0% | -1% | 6%
TDP1 inh | 5% | 1% | -4% | -2% | -1% | 1% | 4%
N370S GC | -22% | -7% | ? | -1% | -20% | -4% | 23%

Continuation.
16: CCCOc1ccc(CNC(=O)c2ccc3nc(N4CCOCC4)sc3c2)cc1
17: CCCCOc1ccc(C(=O)N2CCNC(=O)C2CC(=O)OC(C)C)cc1 (stereo not given)
18: CC(=O)N1c2ccc(S(=O)(=O)NCCC(=O)Nc3cccc(Cl)c3)cc2CC1C (stereo not given)
19: O=C(COC(=O)c1cccc(S(=O)(=O)N2CCCCCC2)c1)Nc1ccccc1
20: Cc1ccc(CNC(=O)C2(S(=O)(=O)c3ccc(C)cc3)CC2)cc1
screen / no. | 16 | 17 | 18 | 19 | 20
FEN1 inhibitor | -2% | -3% | 11% | 8% | -2%
TDP1 inh | . | . | 0% | 0% | 3%[0.0935 µM]
N370S GC | 4% | 0% | -15% | 8% | 2%

21: CCOc1cc(NC(=O)Nc2ccccc2)c(OCC)cc1NC(=O)CC
22: O=c1cc(O)c(-c2cccc(Cl)c2)c(Cl)[nH]1
23: Cc1ccc(OCCn2c(=O)cnc3ccccc32)cc1
24: COc1ccc(NS(=O)(=O)c2cccc(N/C(=N\S(=O)(=O)c3ccccc3)c3ccc(F)cc3)c2)cc1
25: O=C(NCc1ccc2c(c1)OCO2)c1ccc(N2C(=O)C3CCCCC3C2=O)cc1 (stereo not given)
screen / no. | 21 | 22 | 23 | 24 | 25
FEN1 inhibitor | -3% | 3% | -8% | 5% | 1%
TDP1 inh | . | -2% | 0%[56.1 µM] | 3% | 2%
N370S GC | -8% | 5% | 15% | 9% | -14%

Sorted by length of the SMILES (smallest number first): some entries from above
23: Cc1ccc(OCCn2c(=O)cnc3ccccc32)cc1
22: O=c1cc(O)c(-c2cccc(Cl)c2)c(Cl)[nH]1
24: COc1ccc(NS(=O)(=O)c2cccc(N/C(=N\S(=O)(=O)c3ccccc3)c3ccc(F)cc3)c2)cc1
screen / no. | 23 | 22 | 24
FEN1 inhibitor | -8% | 3% | 5%
TDP1 inh | 0%[56.1 µM] | -2% | 3%
N370S GC | 15% | 5% | 9%

The list goes on:
26: O=C(NC(=S)Nc1ccc(Cc2ccncc2)cc1)c1ccccc1Cl
27: O=C(NCC(=O)N1CCOCC1)c1ccc(Br)cc1
28: Cc1cc(C)n2nc(SC(C)C(=O)Nc3ccc(Cl)cn3)nc2n1 (stereo not given)
29: O=C(CSc1nccn1Cc1ccccc1)Nc1ccc2c(c1)OCO2
30: COc1cccc(Nc2nc(N)c([N+](=O)[O-])c(NCc3ccccc3)n2)c1
screen / no. | 26 | 27 | 28 | 29 | 30
FEN1 inhibitor | 4% | -12% | 6% | 14% | -12%
TDP1 inh | 3% | 4% | -1% | 7% | 7%
N370S GC | -6% | 0% | 0% | . | 1%

31: O=C(NCC1CCCO1)c1cccc(C(=O)NCC2CCCO2)c1 (stereo not given)
32: O=C(O)c1ccc(NC(CSCc2ccc(F)cc2)C(=O)O)c([N+](=O)[O-])c1 (stereo not given)
33: CC(C)C(=O)Nc1ccc2nc(SCC(=O)N3CCCC3)sc2c1
34: C[C@]12c3[nH]c4cc(-c5ccco5)ccc4c3CCN1C(=O)[C@@H](CC(=O)NCc1ccco1)C[C@@H]2C(=O)N1CCOCC1
35: O=C(c1cccs1)N(CC1CCCO1)c1nc(-c2ccccc2)cs1 (stereo not given)
screen / no. | 31 | 32 | 33 | 34 | 35
FEN1 inhibitor | -6% | 2% | 22% | -5% | -5%
TDP1 inh | . | 7% | -1% | 3%[56.1 µM] | 1%
N370S GC | -13% | 1% | . | . | 17%

A different layout for two compounds above.
Below each SMILES – FEN1 inhibitor | TDP1 inh | N370S GC
5) COc1ccc(C)cc1NC(=O)COC(=O)c1c(C)nn(-c2ccccc2)c1C
  -2% | 1% | .
3) CCOC(=O)N1CCN(S(=O)(=O)c2ccc(C(=O)Nc3ccc(F)cc3F)cc2)CC1
  -8% | -2% | 15%

Continuation.
36: Cc1nc(SCC(=O)O)c(C#N)c2c1CCCC2
37: C[C@@H](NC(=O)c1nc[nH]c1C(=O)NCc1ccccc1)c1ccccc1
38: COc1ccc(NC(=O)Cn2cc(C(=O)c3cccs3)c3ccccc32)cc1
39: S=C(NCc1cccnc1)Nc1cccc2ccccc12
40: Cc1cc(NC(=O)COC(=O)c2cccc(S(=O)(=O)N3CCOCC3)c2)no1
screen / no. | 36 | 37 | 38 | 39 | 40
FEN1 inhibitor | -6% | 0% | -5% | -4% | -10%
TDP1 inh | 10µM* | 1% | 4% | 5% | 9%
N370S GC | -18% | . | . | 22% | -25%

41: O=C(O)/C=C/C(=O)Nc1ccc(-n2ccc(C(F)(F)F)n2)cc1
42: Nc1ccc(C(=O)O)c(O)c1 (tested in a mixture with another compound)
43: COc1ccc(/C=C2\Oc3cc(OCC(=O)N4CCC[C@H]4C(=O)O)ccc3C2=O)cc1OC
44: O=[N+]([O-])c1ccc(NNC(=S)Nc2ccc(F)cc2)cc1
45: COc1ccccc1NCCC(=O)OCC(=O)Nc1ccc(Cl)cn1
screen / no. | 41 | 42 | 43 | 44 | 45
FEN1 inhibitor | -5% | . | -23% | 5% | -7%
TDP1 inh | -1% | 20%[56.1 µM] | . | 23%[56.1 µM] | 8%
N370S GC | 7% | -19% | -10% | -7% | -2%

46: Cc1ccc(Cl)c2c1=NC(=O)C=2c1[nH]c(=S)[nH]c1O
47: C/C(CCC(=O)OC[C@@H]1O[C@H](C#Cc2ccccc2)C=C[C@@H]1Oc1ccc(C)cc1)=N/O[C@@H](C)CN1CCCCc2nc(C)c(C)cc21
48: CCOc1ccc(NC(=O)CSc2nc3ccsc3c(=O)n2C(C)CC)cc1 (stereo not given)
49: O=C(NC(=S)NNC(=O)c1cc2ccccc2cc1O)c1ccco1
50: O=C1C=CC(=O)N1c1ccc(N2CCCCC2)cc1
screen / no. | 46 | 47 | 48 | 49 | 50
FEN1 inhibitor | -14% | . | 1% | -7% | -8%
TDP1 inh | -10% | 3%[21 µM] | 4% | 10% | 3%
N370S GC | ? | -16%[12.8 µM] | . | -26% | -7%

51: CCOC(=O)N1CCc2c(sc3c2C(=O)NC(c2ccc(C(=O)OC)cc2)N3)C1 (stereo not given)
52: COc1ccc(C(NC(C)=O)c2ccc3cccnc3c2O)c(OC)c1 (stereo not given)
53: O=C(CCN1CCN(S(=O)(=O)c2ccc(F)cc2)CC1)Nc1ccccc1F
54: Cc1nnc(N2CCCC(C(=O)NCc3ccccc3F)C2)c2nn(-c3ccccc3)c(C)c12 (stereo not given)
55: COCCn1c(C)cc(O)c(C(c2cccc(F)c2)N2CCN(c3ccccc3)CC2)c1=O (stereo not given)
screen / no. | 51 | 52 | 53 | 54 | 55
FEN1 inhibitor | 15% | -11% | 11% | -3% | -10%
TDP1 inh | 0% | 8% | 0% | 3% | -3%
N370S GC | . | 7%[2.35 µM] | -3% | -2% | .

56: O=C(Nc1ccccn1)c1ccc(C(=O)Nc2ccccn2)cc1
57: Clc1ccccc1CN1CCN(c2ncccn2)CC1
58: Cc1ccccc1NC(=O)OCCN1CCN(Cc2ccccc2)CCC1=O
59: Cc1ccc(CNC(=O)CSc2nc(=O)n(Cc3ccco3)c3c2CCC3)cc1
60: CCCCOC(=O)Cc1c(O)c2ccccc2[nH]c1=O
screen / no. | 56 | 57 | 58 | 59 | 60
FEN1 inhibitor | 9% | 3% | -3% | 7% | 4%
TDP1 inh | 1% | . | 6%&0% | 5% | -2%
N370S GC | 2% | -4% | -11%[89.1 µM] | . | 1%

61: CCC(CC)COC(=O)C(C#N)c1nc2ccccc2nc1N1CCN(CC)CC1 (stereo not given)
62: CC1Cc2nc(SCC(=O)Nc3ccc(F)cc3)n(C)c(=O)c2S1 (stereo not given)
63: Cc1ccc(S(=O)(=O)NCC2CCC(C(=O)NCCc3ccc(Cl)cc3)CC2)cc1 (stereo not given)
64: CCn1c(CNC(=O)C2CCCCC2)cc2ccccc21
65: COC(=O)[C@]1(Cc2ccccc2)N[C@H](CN(C)S(=O)(=O)c2ccc(-c3ccccc3)cc2)[C@@H]2C(=O)N(C)C(=O)[C@@H]21
screen / no. | 61 | 62 | 63 | 64 | 65
FEN1 inhibitor | -6% | -5% | 16% | 23% | -11%
TDP1 inh | 3% | -4% | -1% | 1% | 2%
N370S GC | -16% | 7% | . | 2% | .

66: Cc1ccc2nc(-c3cccnc3)cc(C(=O)Nc3ccccc3[N+](=O)[O-])c2c1
67: Cc1ccc(S(=O)(=O)Nc2ccc(-c3ccc(N4CCCCCC4)nn3)cc2)cc1C
68: Cc1ccc(C(=O)NC(=S)N2CCN(c3cc(C)ccc3C)CC2)cc1
69: CCC(C)CC(C)CC(C)C(=O)/C=C(/O)C(C)CC(C)C/C=C/C(C)C(O)C(C)C(O)CC1CCC(C)(C)O1 (stereo not given)
70: O=C(c1ccc2c(=O)n(Cc3ccco3)c(=S)[nH]c2c1)N1CCN(c2ccccc2)CC1
screen / no. | 66 | 67 | 68 | 69 | 70
FEN1 inhibitor | 5% | 10% | 13% | . | -18%
TDP1 inh | 1% | 4% | 1% | 3% | 8%
N370S GC | -2% | . | -10% | -2% | -18%

71: O=C1NCCCC1C(=O)Nc1ccccn1 (stereo not given)
72: CCc1ccccc1NC(=O)NCc1ccccn1
73: COc1cc(NC(=O)c2ccc(-c3cccc(F)c3)o2)ccc1NC(=O)c1ccccc1Cl
74: O=C(Cc1cccs1)Nc1nc2c(ccc3ccccc32)s1
75: COc1ccc(C(CNC(=O)CCNS(=O)(=O)c2ccc(C)cc2)N2CCOCC2)cc1 (stereo not given)
76: COc1ccc2[nH]c(O)c(N=NC(=O)c3ccc(NS(=O)(=O)c4cccs4)cc3)c2c1
screen / no. | 71 | 72 | 73 | 74 | 75 | 76
FEN1 inhibitor | 0% | -12% | 2% | -9% | 16% | ?
TDP1 inh | 3% | 4% | 2% | -12% | -3% | -6%
N370S GC | 0% | -11% | . | 10% | -2% | .

Random draw from the library, and some 0.53% of all compounds hit somewhere here.
